# FEN1 inhibitor = inhibitors of human flap endonuclease 1; 0.35% of 390,000 active; Recombinant FEN1 flap cleavage, fluorescence, 15 min; Potency, µM (titrated, usually from 114 µM), inactives show at the top dose activity change, negative = inhibition, hits mostly inhibitors; P39748; AID 588795; note: nearly all actives have a fitted effect of over 65% in size
# Target sequence (P39748 whole entry, looked up): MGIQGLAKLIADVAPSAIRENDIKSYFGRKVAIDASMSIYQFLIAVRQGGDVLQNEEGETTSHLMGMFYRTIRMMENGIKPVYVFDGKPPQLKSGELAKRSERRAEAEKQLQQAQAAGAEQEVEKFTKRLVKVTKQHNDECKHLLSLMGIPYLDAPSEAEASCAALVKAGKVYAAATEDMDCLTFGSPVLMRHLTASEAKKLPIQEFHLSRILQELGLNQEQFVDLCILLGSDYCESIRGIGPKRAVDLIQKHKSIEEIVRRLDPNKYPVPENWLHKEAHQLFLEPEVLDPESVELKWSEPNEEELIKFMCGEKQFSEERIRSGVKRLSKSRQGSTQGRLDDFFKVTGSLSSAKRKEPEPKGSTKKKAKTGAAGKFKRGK
#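 Concentration–response screening of FEN1 (10 nM): 15 min compound preincubation at room temperature, reaction started with 50 nM substrate and read at 0 and 15 min. Corrected, normalized data were fitted by a four-parameter Hill equation.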
# N370S GC = inhibitors or activators of N370S glucocerebrosidase for Gaucher disease. P04062. N370S GC spleen homogenate, 4MU-glucoside fluorescence. Potency, µM (series often up to 59.4 µM), for inactives: at the highest dose activity change, negative = inhibition, actives largely listed as inhibitors. 0.092% of 330,000 active. AID 2101;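 note: 0% = full enzyme activity and -100% = no enzyme basal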
# KAT2A inh = blocks human GCN5L2 histone acetyltransferase | Potency, µM (top dose mostly 58.9 µM), for the others: at the highest dose activity change, negative = inhibition, hits mostly inhibitors | 0.21% of 390,000 active | GCN5L2 HAT assay, ThioGlo1 CoA-SH fluorescence
#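 qHTS, 1536-well. 20nM enzyme, pH 7.5 HEPES/EDTA/Tween-20 buffer; 15 min compound preinc., RT. Start: 75uM H3(1-25), 70uM AcCoA, 50uM ThioGlo1. Read Ex340/Em540 at t=0 (autofluorescence flag) and t=20 min.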
# * hit, by the source's call; ? = inconclusive; nt = no result given; & = joins results of further samples; [ ] = remark or other dose. Calls come from the whole dose curve; as a rule, active = well fitted curve in the direction sought with a large enough effect; inconclusive = small, poorly fitted or top-dose-only effect, or another doubt; inactive = no such curve, though single readings can be large; an effect the other way counts as inactive or inconclusive. Unless noted, % is set by controls: 0 for no effect and ±100 for the full control effect; potency is the fitted concentration of half-maximal effect. No enrichment for hits, and some 0.54% of all compounds hit somewhere here.
SMILES,FEN1 inhibitor,N370S GC,KAT2A inh
Cc1nc2c(cnn2-c2ccccc2)c(=O)n1/N=C/c1ccccc1,1%,3%,-6%
N#C/C(=N\Nc1ccccc1[N+](=O)[O-])C(=N)N1CCCCC1,-3%,-7%,-5%
O=C1c2ccc3c4c(ccc(c24)C(=O)N1Cc1cccnc1)C(=O)N(Cc1cccnc1)C3=O,nt,8%,1%
CC(Cc1cccs1)NC(=S)Nc1ccc(F)cc1 (stereo not drawn),-11%,-3%,-2%
CCC1(CC)C(=O)C(C)(C)C(=O)OC1c1ccccn1 (stereo not drawn),-2%,-7%,-6%
COc1ccc2c(c1)cc(C(=O)N[C@@H](CCSC)C(=O)N1CCC[C@H]1C(=O)O)n2C,-12%,9%,?
CC(C)C(C(=O)NCC1CCCO1)N(C(=O)CNS(=O)(=O)c1ccc(F)cc1)c1ccccc1 (stereo not drawn),-12%,2%,4%
Cc1cc2nnc(SCc3ccc(F)cc3)n2c2ccccc12,-20%,nt,0%
CCn1c(SCC(=O)NNC(=O)c2ccc(C)cc2)nnc1C1CC1,-2%,6%,-3%
CCCCNC(=S)Nc1cccc(S(=O)(=O)NC2=NCCC2)c1,11%,-7%,-2%
CCc1cccc(C)c1NC(=S)NCC(c1cccnc1)N(C)C (stereo not drawn),1%,-5%,-2%
O=C(Nc1ccccc1)c1ccc(S(=O)(=O)Nc2cccc(O)c2)cc1,-18%,-17%,-19%
CCOC(=O)C1=C(C)OC(N)=C(C#N)C1c1c(C)nn(-c2ccc(C)cc2)c1Cl (stereo not drawn),nt,-5%,0%
CCCCCC(O)c1cccc(OCc2ccc3ccccc3n2)c1 (stereo not drawn),-15%,12%&5%&-18%&-19%,?
CCOc1cccc2sc(N(CCN(CC)CC)C(=O)c3ccc(S(=O)(=O)N4CCCCC4)cc3)nc12,35%[activator],-7%,-8%
CCc1ccc(S(=O)(=O)c2cn(C)c3cc(N4CCN(CC)CC4)c(F)cc3c2=O)cc1,3%,nt,-2%
O=C(O)CSCC(=O)N1CCCCC1,-4%,-11%,-13%
CN(C)C(=O)CCc1ccc2c3c([nH]c2c1)[C@]1(CCC2CCCC2)[C@@H](C(=O)N2CCOCC2)C[C@H](CC(=O)NCCN2CCOCC2)C(=O)N1CC3,-11%,nt,-17%
Cc1nc(-c2ccc(F)cc2)sc1CCNC(=O)c1cccs1,1%,nt,-16%
CSc1ccccc1NC(=O)c1ccccc1N(Cc1ccccc1)S(C)(=O)=O,-21%,-20%,-3%
CCOc1cc(C(C(=O)NCC2CCCO2)N(C(=O)Cn2nnc3ccccc32)c2ccccc2C(C)=O)ccc1O (stereo not drawn),17%,-6%,0%
CN1C(=O)CC(N2CCC(C(N)=O)CC2)C1=O (stereo not drawn),0%,1%,1%
CCOC(=O)c1ccc(S(=O)(=O)NCCNCc2ccccc2)cc1,12%,nt,2%
Cc1ccc(NC(=S)N(N)CCO)cc1,0%,1%,-17%
COc1ccc(NC(=O)CNCCC2=CCCCC2)cc1,-14%,5%,-2%
CCCCCCCCCCCCC(=O)N1CCCC[C@H]1CNC(=O)[C@@H](N)CCCCN,nt,-23%,-13%[0.501 µM]
O=C1CCc2cc(S(=O)(=O)Nc3ccccc3F)cc3c2N1CCC3,6%,-1%,-13%
COc1ccc(/C=C2/C(=N)N3C(=NC2=O)Sc2cc(S(C)(=O)=O)ccc23)cc1OC,-3%,3%,-10%
COC(=O)c1ccc(COc2ccc(/C=N/N3CCN(C)CC3)cc2)cc1,3%,-19%,-5%
COc1cccc(NS(=O)(=O)c2c(C)cc(C)cc2C)c1,-19%,0%,-8%
N=c1sccn1CC(=O)Nc1ccccc1Oc1ccccc1,2%,1%,-2%[0.501 µM]
Cc1ccc(C(=O)NN2C(=O)/C(=C/c3cccn3C)SC2=S)cc1,-10%,-13%,-7%
COc1ccc(-c2c(C#Cc3ccsc3)c3cc(-c4ccc(CN5CCOCC5)cc4)ccc3n2C)cc1,4%,nt,-11%
Cc1ccnc(NC(=O)Cc2ccc(-c3ccccc3)cc2)c1,3%,4%,-14%
O=C(NCCc1ccc(Cl)cc1)C1CCCN1C(=O)NCc1ccccc1 (stereo not drawn),-15%,-22%,?
O=C1CCCC2=C1C(c1ccc(Cl)cc1)n1c(s/c(=C\c3ccc4ccncc4c3)c1=O)=N2 (stereo not drawn),-9%,-1%,2%

# Arranged by the number under KAT2A inh (low to high): 4 of the compounds above.
smiles	N370S GC	KAT2A inh
Cc1ccnc(NC(=O)Cc2ccc(-c3ccccc3)cc2)c1	4%	-14%
COc1ccc(/C=C2/C(=N)N3C(=NC2=O)Sc2cc(S(C)(=O)=O)ccc23)cc1OC	3%	-10%
Cc1ccc(C(=O)NN2C(=O)/C(=C/c3cccn3C)SC2=S)cc1	-13%	-7%
COc1ccc(NC(=O)CNCCC2=CCCCC2)cc1	5%	-2%

# (further entries)
SMILES,FEN1 inhibitor,N370S GC,KAT2A inh
CCCNC(=O)c1ccc2c(=O)c(O)c(-c3ccc(OC)cc3)[nH]c2c1,-14%,9%,16%
Cc1cccc(NC(NC(=O)Cc2ccccc2)C(Cl)(Cl)Cl)c1 (stereo not drawn),-4%,4%,2%
COc1cc(CCCN[C@H](CN)Cc2ccccc2)cc(OC)c1OC,-6%,nt,-14%
COc1ccc(/C=C(\NC(=O)c2ccc(Cl)cc2)C(=O)NCCCn2ccnc2)cc1OC,9%,-17%,-4%
Cc1ccc(C)c(SCC(=O)Nc2cccc(S(=O)(=O)NC3=NCCCCC3)c2)c1,-5%,1%,-1%
Cc1cc(Cl)ccc1NS(=O)(=O)c1c(C)[nH]c(=O)[nH]c1=O,19%,-14%,0%
COCCCNC(=O)[C@H]1N2C(=O)c3ccccc3C2SC1(C)C (stereo partly drawn),-5%,-14%,26%
O=C(CCC(=O)c1cccs1)NNC(=O)c1cc(Cl)ccc1Cl,13%,nt,-1%
CCN1CCC(N2CCN(c3ccccc3OC)CC2)CC1,-1%,1%,-5%
COc1cc(NC(=O)c2ccc(C)cc2C)ccc1NC(=O)c1cccs1,-3%,2%,2%
COc1ccccc1-n1c(C)nnc1SCC(=O)Nc1cc(C)cc(C)c1,-17%,12%,nt
O=C(NCc1ccccc1)c1cccc(OCC(=O)N2CCN(C(=O)c3ccco3)CC2)c1,6%,0%,-5%
CN(C)c1ccc(/C=C(\NC(=O)c2ccccc2)C(=O)N/N=C/c2ccc(C(=O)O)cc2)cc1,-8%,-13%,-4%
O=C(CSc1ncc(S(=O)(=O)c2ccc(Cl)cc2)c(=O)[nH]1)Nc1cccc(C(F)(F)F)c1,0%,nt,-7%
Cn1ncc(Br)c1C(=O)N/N=C/c1ccc(OS(=O)(=O)c2ccccc2)cc1,3%,-16%,-8%
COC(=O)[C@@H]1CC[C@H](C)[C@@H](c2ccc(C)cc2)N1C(=O)c1ccc(/C=N/O[C@@H](C)c2cn([C@H](CO)Cc3ccccc3)nn2)cc1,nt,-20%,-9%
Cc1cc(CN(C)Cc2cn(C)nc2-c2ccc(Oc3ccccc3)cc2)on1,-20%,-23%,0%
O=C(CNS(=O)(=O)/C=C/c1ccccc1)OCC(=O)N1CCC(Cc2ccccc2)CC1,-4%,17%,-4%
Cc1ccc(N2C(=O)CCSC23C(=O)N(Cc2ccc(F)cc2)c2ccccc23)cc1 (stereo not drawn),-15%,nt,-10%
O=C(Cn1cnc2cc(Cl)ccc2c1=O)Nc1ccc2c(c1)OCO2,-9%,29%,-7%
O=C(NCCCc1ccccc1)N1CCOCC1,1%,2%,3%
COc1ccc(S(=O)(=O)n2nc(C)c(S(=O)(=O)N3CCC(C)CC3)c2C)cc1C,-2%,nt,0%
O=C(CSCc1ccc(F)cc1)NCc1cccs1,-1%,-7%,-5%
CCOC(=O)c1cccc(N2C(N)=NC(N)=NC2(C)C)c1,11%,3%,-7%
C=CCOn1c(=O)c(-c2cc3ccccc3o2)[n+]([O-])c2ccccc21,6%,-18%,1%
CC(OC(=O)CC(C)c1ccccc1)C(=O)Nc1ccc(Cl)cn1 (stereo not drawn),-18%,-3%,-4%
CC(C)(C)C(=O)c1cn(CC(=O)NCc2ccc3c(c2)OCO3)c2ccccc12,-2%,4%,0%
Cc1nc2nc(-c3ccc(Cl)cc3)[nH]n2c(=O)c1Cc1ccccc1,0%,1%,2%
O=C(Nc1c(-c2ccccc2)nc2ncccn12)c1cc2ccccc2oc1=O,17%,0%,-2%
Cc1cnc(CNc2ncncc2-c2ccccc2CN(C)C)cn1,nt,10%,-17%
c1ccc2c(c1)Nc1ccncc1S2,-7%,-1%,-2%
O=C1c2ccccc2C(=O)N1CCCc1nc(-c2cccnc2)no1,-2%,-2%,-7%
Cc1ccccc1C(=O)NC(CC(C)C)C(=O)NCC(C)(C)N1CCOCC1 (stereo not drawn),-1%,nt,4%
CC1(C)SC2c3ccccc3C(=O)N2[C@@H]1C(=O)NCc1ccco1 (stereo partly drawn),-10%,-7%,0%
CN(C)S(=O)(=O)c1cccc(NC(=O)COC(=O)CNC(=O)c2cccc([N+](=O)[O-])c2)c1,-3%,-5%,11%
Cc1ccc(NS(=O)(=O)c2ccc(C)c(NC(=O)COc3ccc4ccccc4c3)c2)c(C)c1,5%,4%,-11%
O=C(NCCCNC(=O)c1ccc(Cl)cc1Cl)c1ccccn1,6%,-3%,4%
Cc1ccc(S(=O)(=O)N(C)C)cc1NC(=S)N(CCC#N)Cc1cccnc1,-1%,-11%,-1%
O=C(Nc1cc(C(F)(F)F)ccc1Cl)c1ccncc1,3%,3%,-8%
CC(=O)Nc1ccc(S(=O)(=O)N2CCN=C2C)cc1,-4%,-8%,-5%
Cc1ccc(C)c(CN2C(=O)c3ccccc3Sc3ccc(C(=O)NCc4cccs4)cc32)c1,-8%,nt,-2%
CC1CCCC(NC(=O)COC(=O)c2ccc([N+](=O)[O-])s2)C1C (stereo not drawn),-24%,nt,-3%
O=C(O)CCC(=O)Nc1ccccc1C(=O)NCCc1ccccc1,-1%,-19%,0%
Cc1ccc(Cn2nnc3c(=O)n(CC(=O)NCc4ccco4)cnc32)cc1,-8%,11%,-9%
CSc1nc(C)cc(/C=C\c2ccccc2)c1C#N,1%,13%,0%
CC(C)CCNC(=O)[C@H](CC(C)C)NC(=O)[C@H]1O[C@@H]1C(=O)O,nt,9%,-9%
COc1ccc2c(c1)CCc1cn3ncc(C#N)c3nc1-2,2%,nt,-5%
COC(=O)/C=C1/N/C(=N\c2nc(C)cc(C)n2)N(c2ccccc2)C1=O,-1%,2%,0%

# As entered above.
# Value of CC1CCCC(NC(=O)COC(=O)c2ccc([N+](=O)[O-])s2)C1C (stereo not drawn) under FEN1 inhibitor: -24%
# Value of O=C(Nc1cc(C(F)(F)F)ccc1Cl)c1ccncc1 under N370S GC: 3%
# Value of Cc1ccc(S(=O)(=O)N(C)C)cc1NC(=S)N(CCC#N)Cc1cccnc1 under KAT2A inh: -1%

# Next results.
SMILES,FEN1 inhibitor,N370S GC,KAT2A inh
CC(C)(C)OC(=O)NCc1ccc(CNC(=O)c2ncn(Cc3ccccc3)c2C(=O)NCc2ccc(CNC(=O)OC(C)(C)C)cc2)cc1,19%,nt,0%
Cc1nnc(N2CCC(C(=O)Nc3ccc(F)cc3)CC2)c2nn(-c3ccc(Cl)cc3)c(C)c12,17%,nt,-3%
COc1ccc(-c2noc(CSc3nnc(-c4ccncc4)n3-c3ccccc3)n2)cc1,12%,nt,2%
CN(Cc1ccccc1)S(=O)(=O)c1nnc(NC(=O)c2cccc(Cl)c2)s1,3%,nt,0%
CC(=O)N1CCCC1(C(=O)O)c1ccccc1 (stereo not drawn),3%,9%,-2%
O=C(N/N=C/c1ccc(O)c(O)c1O)/C(=C/c1ccc([N+](=O)[O-])cc1)NC(=O)c1ccccc1,?,?,-5%
Cc1cn(-c2cc(C(=O)Nc3ccc(C)c(NC(=O)N4CCNC4=O)c3)cc(C(F)(F)F)c2)cn1,18%,11%,?
COc1cc(NC(=O)COC(=O)c2ccc([N+](=O)[O-])s2)cc(OC)c1OC,-15%,nt,-3%
CN(Cc1ccco1)c1ncncc1-c1cccnc1,nt,-15%,-1%
CC(C)(CNc1ccc(C(F)(F)F)cc1[N+](=O)[O-])N1CCOCC1,-14%,-17%,-6%
Cc1c(C(=O)NCc2cccs2)oc2ccc(Br)cc12,-18%,11%,-1%
Cc1ccccc1Cn1cc(NC(=O)c2cc3nc(-c4ccco4)cc(C(F)(F)F)n3n2)cn1,-6%,28%,0%
N#Cc1ccccc1COC(=O)c1cccc(S(=O)(=O)N2CCCC2)c1,-2%,nt,-3%
Cc1[nH]c(=O)[nH]c(=O)c1Sc1ccccc1[N+](=O)[O-],2%,-6%,-5%
O=C(CSc1nnc(-c2ccncc2)n1Cc1ccccc1)NCCc1ccccc1,-2%,-4%,-25%
CCNc1nc(OC)nc(N(OC)S(=O)(=O)c2ccc(C)cc2)n1,14%,-4%,1%

# Assay outcomes as filed in PubChem BioAssay.
